Source: PubChem BioAssay (National Center for Advancing Translational Sciences (NCATS))
Coupling enz = qHTS Assay for Inhibitors of Fructose-1,6-bisphosphate Aldolase from Giardia Lamblia: Coupling assay counterscreen | coupling enzyme system counterscreen, AmpLite Red fluorescence | activity change, negative = inhibition, % at 58.2 µM, hits read low | hit rate 0.67% among 290,000 | AID 2472, 2010; in the data active = activity change below about -30%; note: % is set by controls: 0 for no effect and ±100 for the full control effect
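Final compound at 57.5 uM, incubated 10 min at RT with coupling enzyme reagent (glyceraldehyde-3-phosphate), then 20 min with substrate and AmpLite Red detection. Fluorescence read at 525/598 nm; tests interference with the coupling assay, not aldolase inhibition.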
Menin MLL FP TR = qHTS Assay for Inhibitors Targeting the Menin-MLL Interaction in MLL Related Leukemias: Competition With Texas Red Labeled MLL-derived Mutant Peptide | AID 1768, 2009 | Menin + Texas Red MLL mutant peptide, fluorescence polarization | hit rate 0.23% among 270,000 | O00255 | Potency, µM (highest dose often 61.6 µM), inactives show at the highest dose FP activity change, negative = inhibition, actives largely listed as inhibitors; active = well fitted inhibition curve with a large enough effect in the polarisation, with a control signal flat, not every such curve was filed as active; inconclusive = small, poorly fitted or top-dose-only effect, or effect the other way, or a change in a side signal; inactive = no such curve, though single readings can be large or run the other way; the % refers to the polarisation; note: potency is the fitted concentration of half-maximal effect; % of control where 0% means no effect; many of its hits are not listed in these tables
Target sequence (O00255 whole entry, looked up): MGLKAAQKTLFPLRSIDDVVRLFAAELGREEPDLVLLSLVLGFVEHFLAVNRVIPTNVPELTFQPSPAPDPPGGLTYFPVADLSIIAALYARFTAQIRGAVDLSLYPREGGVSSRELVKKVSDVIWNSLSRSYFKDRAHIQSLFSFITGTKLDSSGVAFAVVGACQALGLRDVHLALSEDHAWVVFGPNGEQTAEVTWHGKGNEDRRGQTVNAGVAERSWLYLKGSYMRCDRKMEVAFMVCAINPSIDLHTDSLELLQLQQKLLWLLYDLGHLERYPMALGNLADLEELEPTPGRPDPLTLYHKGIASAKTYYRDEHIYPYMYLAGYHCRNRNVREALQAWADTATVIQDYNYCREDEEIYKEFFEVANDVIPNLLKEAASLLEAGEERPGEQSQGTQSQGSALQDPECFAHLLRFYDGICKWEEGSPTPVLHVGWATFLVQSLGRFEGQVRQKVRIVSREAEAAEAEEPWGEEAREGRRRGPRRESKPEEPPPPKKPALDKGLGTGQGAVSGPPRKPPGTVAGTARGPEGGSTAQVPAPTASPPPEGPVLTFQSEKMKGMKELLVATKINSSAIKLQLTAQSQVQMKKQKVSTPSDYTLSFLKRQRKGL
* marks the source's active call; other numbers are inactive results; ? = inconclusive; & = joins results of further samples; [ ] = dose if it differs, or a comment. These rows are one share of the data (hit frequency here may not be typical).

The first 11 records (preview)
SMILES	Coupling enz	Menin MLL FP TR
CC(C)=CCC/C(C)=C/CO/N=C1/[C@H]2O[C@@H]2[C@@H](O)[C@H]2[C@H]1CCn1c(=O)n(-c3ccccc3)c(=O)n12	1	-4%[11.7 µM]
CC(=O)OCOC(=O)CNc1ccccc1OCCOc1ccccc1NCC(=O)OCOC(C)=O	0	-23%
COc1cc2c(c(OC)c1OC)-c1c(cc3c(c1OC)OCO3)CC(C)C(C)C2 (stereo not drawn)	-1	?
CS(=O)(=O)Nc1cccc(-c2cncnc2-n2ccnc2)c1	0	-61%
CO[C@@]1(NC(=O)Cc2cccs2)C(=O)N2C(C(=O)O)=C(COC(N)=O)CSC21 (stereo partly drawn)	3	-8%
COc1ccc(Oc2ncc3nc(C)c(=O)n(CCc4ccccc4)c3n2)cc1	1	-10%
COC(=O)C(C(=O)OC)[C@@H](NC=O)c1ccccc1	2	0%
CC(C)C[C@@H](CC(=O)N[C@@H](CCC(=O)O)CC(=O)O)NC(=O)[C@@H]1CCCC[C@H]1NC(=O)C[C@@H](NC(=O)C[C@H](Cc1c[nH]c2ccccc12)NC(=O)[C@@H]1CNCC[C@H]1N)C(C)C	1	-6%
COCCn1c(=O)c(-c2ccc(F)cc2)nc2cncnc21	-4	4%
O=C(c1cnccn1)N1CCC2(CC1)CN(c1ccncc1)C2	0	1%
Cc1ccc(C2CC(=O)Oc3ccc(C(C)(C)C)cc32)cc1 (stereo not drawn)	-4	-6%[94.6 µM]

The list itself, repeating the preview:
SMILES	Coupling enz	Menin MLL FP TR
CC(C)=CCC/C(C)=C/CO/N=C1/[C@H]2O[C@@H]2[C@@H](O)[C@H]2[C@H]1CCn1c(=O)n(-c3ccccc3)c(=O)n12	1	-4%[11.7 µM]
CC(=O)OCOC(=O)CNc1ccccc1OCCOc1ccccc1NCC(=O)OCOC(C)=O	0	-23%
COc1cc2c(c(OC)c1OC)-c1c(cc3c(c1OC)OCO3)CC(C)C(C)C2 (stereo not drawn)	-1	?
CS(=O)(=O)Nc1cccc(-c2cncnc2-n2ccnc2)c1	0	-61%
CO[C@@]1(NC(=O)Cc2cccs2)C(=O)N2C(C(=O)O)=C(COC(N)=O)CSC21 (stereo partly drawn)	3	-8%
COc1ccc(Oc2ncc3nc(C)c(=O)n(CCc4ccccc4)c3n2)cc1	1	-10%
COC(=O)C(C(=O)OC)[C@@H](NC=O)c1ccccc1	2	0%
CC(C)C[C@@H](CC(=O)N[C@@H](CCC(=O)O)CC(=O)O)NC(=O)[C@@H]1CCCC[C@H]1NC(=O)C[C@@H](NC(=O)C[C@H](Cc1c[nH]c2ccccc12)NC(=O)[C@@H]1CNCC[C@H]1N)C(C)C	1	-6%
COCCn1c(=O)c(-c2ccc(F)cc2)nc2cncnc21	-4	4%
O=C(c1cnccn1)N1CCC2(CC1)CN(c1ccncc1)C2	0	1%
Cc1ccc(C2CC(=O)Oc3ccc(C(C)(C)C)cc32)cc1 (stereo not drawn)	-4	-6%[94.6 µM]
O=c1c(-c2cc(F)cc(F)c2)nc2cncnc2n1Cc1ccccc1Cl	0	13%
C/C(=C\CO)CCO	1	-5%
N#CCCn1c(=O)c(-c2ccc(Cl)cc2)nc2cnc(Nc3ccccc3)nc21	2	10µM*
NCCCC[C@H](N)C(=O)N[C@@H](CCCN=C(N)N)C(=O)N1CCC[C@H]1C(=O)N1CCC[C@H]1C(=O)NCC(=O)N[C@@H](Cc1ccccc1)C(=O)N[C@@H](CO)C(=O)N1CCC[C@H]1C(=O)N[C@@H](Cc1ccccc1)C(=O)O	-2	10%
O=C(c1cccc(F)c1)N1CCC2(CC1)CN(c1ccccc1)C2	6	-20%
O=C(c1cnccn1)N1CCC[C@@]2(CCN(c3ccncc3)C2)C1	-4	-11%
COc1ccc2c(c1)C(=O)[C@H](OC(=O)NCc1ccco1)[C@@H](c1ccc(OC)c(Br)c1)O2	-4	4%
CCCN1C[C@H](CSC)C[C@H]2c3cccc4[nH]cc(c34)C[C@@H]21	-2	-4%[24.8 µM]
Cc1ccc(S(=O)(=O)/C=C\C#N)cc1	4	1%[24.8 µM]
C/C=C/C1=Cc2ccccc2C(C(C(=O)OC)C(=O)OC)N1C(=O)OC (stereo not drawn)	5	0%
CC[C@H](C)[C@H](NC(=O)CNC(=O)[C@H](CCCNC(=N)N)NC(=O)CNC(=O)[C@@H](NC(=O)[C@H](Cc1ccc(O)cc1)NC(=O)[C@H](Cc1c[nH]c2ccccc12)NC(=O)[C@H](C)NC(=O)[C@@H]1CCCN1C(=O)[C@H](CC(N)=O)NC(=O)[C@@H](NC(=O)[C@H](CC(=O)O)NC(=O)[C@@H]1CCCN1C(=O)[C@@H](N)[C@@H](C)O)[C@@H](C)CC)[C@@H](C)O)C(=O)N[C@@H](CCCNC(=N)N)C(=O)N1CCC[C@H]1C(=O)N[C@H](C(=O)NCC(=O)N[C@@H](CCCNC(=N)N)C(=O)N[C@@H](Cc1ccccc1)C(N)=O)C(C)C	0	-12%
COc1ccc(-c2nc(-c3ccccc3)c(NC(C)(C)C)o2)cc1	-1&2	2%&-6%
COc1ccc(C(=O)/C=C/c2ccccc2)cc1	-1	?
N[C@@H](CCCCNC(=O)CCCC[C@@H]1SC[C@H]2NC(=O)N[C@H]12)C(=O)O	-1	2%
CC(C)=CCC/C(C)=C/CO/N=C1/C[C@@H](O)[C@@H](O)[C@@H]2[C@@H]3C(=O)N(c4cccc(Oc5ccccc5)c4)C(=O)[C@H]3CC[C@@H]12	1	-7%[11.7 µM]
O=C(c1ccncc1)N1CCC2(CC1)CCN(c1ccccn1)CC2	0	-13%
COc1ccc(-c2nc3cnc(N4CCOCC4)nc3n(Cc3cccc(OC)c3)c2=O)cc1	3	4%
CCNc1ncc2nc(-c3cn(C)c4ccccc34)c(=O)n(C[C@H]3CCCO3)c2n1	2	5%
COc1ccc(NC(=O)N2CCCC3(CCN(S(=O)(=O)c4ccccc4)CC3)C2)cc1	1	-11%
OCCOCCN1CCN(Cc2cccc(Oc3ccccc3)c2)CC1	2	-24%
CCNc1ncc2nc(C)c(=O)n(CCC#N)c2n1	-3	12%
O=S(=O)(c1ccccc1)N1CCC2(CCN(c3ccncc3)CC2)CC1	-2	-16%
Cc1ccccc1N1CCN(S(=O)(=O)CC23CCC(CC2NC(=O)C(N)CCS(C)(=O)=O)C3(C)C)CC1 (stereo not drawn)	3	-1%
Cn1cccc1C(=O)N1CCC2(CCCN(Cc3nccs3)C2)CC1	2	-13%
Cc1noc(C)c1-c1ccc2ncnc(NCc3ccco3)c2c1	-1	-9%
O=C(Oc1ccccc1)N1CCC2(CC1)CN(c1ccccn1)C2	1	-11%
C/C(CCN1CCCCc2nc(C)c(C)cc21)=N\O[C@@H](C)c1cc(-c2c(C)cc(C)cc2C)no1	-1	-15%[11.7 µM]
O=c1cc(-c2cccc(O)c2)oc2c(O)c(O)ccc12	-6	18%[24.8 µM]
CC(C)=NOCc1cccc(-c2cc(-c3ccccc3)no2)c1	0	10%[11.7 µM]
CC[C@@]1([C@@H]2O[C@@H]([C@H]3O[C@@](O)(CO)[C@H](C)C[C@@H]3C)C[C@@H]2C)CC[C@@H]([C@]2(C)CCC3(C[C@H](O)[C@@H](C)[C@@H]([C@@H](C)[C@@H](OC)[C@H](C)C(=O)O)O3)O2)O1 (stereo partly drawn)	-3	8%
O=S(=O)(c1ccccc1)N1CCC2(CC1)CN(c1ccccn1)C2	3	-7%
COc1ccc2[nH]cc(CCNc3nc(-c4cccnc4)nc4ccccc34)c2c1	-1	?
CSCC[C@H](NC(=O)[C@H](CC(C)C)N1CCC(NC(=O)[C@@H](NC(=O)[C@H](Cc2ccccc2)NC(=O)[C@H](CO)NC(=O)[C@H](CC(=O)O)NC(=O)[C@@H](N)CCCCN)C(C)C)C1=O)C(N)=O (stereo partly drawn)	1	13%
COc1ccc(-n2c(=O)c(-c3cccs3)nc3cnc(N4CCNCC4)nc32)cc1	-1	-2%
N#Cc1cccc(-c2nccc(NCc3ccccc3)n2)c1	3	26%
C=C1C([C@@]2(C)C(OC(C)=O)CC(=O)O[C@@](C)(COC(C)=O)C2CC(=O)OC)C(OC=O)C(OC(=O)C(O)C(C)CC)[C@]2(C)C(c3ccoc3)CC(=O)C12O (stereo partly drawn)	-4	-10%
Cc1noc(C)c1-c1nccc(NC2CC2)n1	2	-1%
O=c1c(O)c(-c2ccc(O[C@@H]3O[C@H](CO)[C@@H](O)[C@H](O)[C@H]3O)c(O)c2)oc2cc(O)cc(O)c12	0	?
CN(C)c1ccc(-c2cncnc2NCc2ccccc2)cc1	5	-5%
CC(=O)c1ccc(NC(=O)OCCN2CCN(Cc3ccccc3)CCC2=O)cc1	1	-9%
COC(=O)CC1C(C)(C)C(OC(C)=O)C2CC3=C4CC(=O)OC(c5ccoc5)[C@]4(C)CCC3[C@@]1(C)C2=O (stereo partly drawn)	-2	-15%
O=C1C=CC2=C3c4cc(O)c(O)cc4C[C@@]3(O)COC2=C1	-9	?
Cn1cccc1C(=O)N1CCC2(CCCN(C(=O)Nc3ccccc3)C2)CC1	1	4%
COc1cc2c3cc1Oc1cc(ccc1O)CC1c4c(cc(OC)c(O)c4Oc4ccc(cc4)CC3N(C)CC2)CC[N+]1(C)C (stereo not drawn)	0	1%
CCOc1cc(/C=C(\C#N)C(N)=O)cc(CSc2ccccc2)c1O	-10	70%[activator]
CC12CCC3C(CC3(C)C)C(C)(CCC1=O)O2 (stereo not drawn)	0	-16%
O=C(N/N=C1/C[C@@H](O)[C@@H](O)[C@@H]2[C@@H]3C(=O)N(Cc4ccc5c(c4)OCO5)C(=O)[C@H]3CC[C@H]12)OCc1ccccc1	-1	-4%[11.7 µM]
O=C(c1cnccn1)N1CCC2(CCCN(Cc3nccs3)C2)CC1	0	1%
N[C@@H](C(=O)O)c1ccc(C(=O)O)cc1	2&1	11%&-25%[24.8 µM]

(cont.)
SMILES	Coupling enz	Menin MLL FP TR
OC[C@H]1O[C@H](n2cnc3c(NC4CCCC4)nc(Cl)nc32)[C@@H](O)[C@@H]1O	-1	4%[24.8 µM]
Cn1cc(-c2nc3cncnc3n(CCN)c2=O)c2ccccc21	-10	0%
CC(C)(C)N1C(=O)[C@H]2[C@H]3[C@H](O)[C@H](O)C/C(=N/OCc4ccccc4)[C@H]3CC[C@@H]2C1=O	-1	1%[11.7 µM]
COc1cccc(-c2ccc3ncnc(NC4CC4)c3c2)c1	0	-21%
CN1CCN(c2ncc3nc(-c4cccs4)c(=O)n(CCC#N)c3n2)CC1	-3	4%
COCC(=O)N1CCC2(CCN(Cc3ccncc3)CC2)CC1	-2	-6%
COc1ccc(C(=O)N2CCC[C@@]3(CCN(Cc4nccs4)C3)C2)cc1	4	3%
COc1ccc(CNc2nc(NCc3ccc(OC)cc3)c3ncn(C(C)C)c3n2)cc1	0	14%
Cc1ccccc1-c1ccc2ncnc(-n3ccnc3)c2c1	4	-2%
COc1cccc([C@@H]2Oc3ccc(OC)cc3C[C@H]2OC(=O)N[C@H](C)C2CCCCC2)c1	1	-4%
C1CCN2CC3CC(CN4CCCC[C@@H]34)C2C1 (stereo partly drawn)	-3	-4%[24.8 µM]
O=c1c(-c2ccc(Cl)cc2)nc2cnc(N3CCOCC3)nc2n1CCc1ccccc1	1	0%
O[C@H](CN1CCN(c2cccc(Cl)c2)CC1)C(c1ccccc1)c1ccccc1	7	4%[24.8 µM]
Cc1ccccc1-c1cncnc1NCCN1CCOCC1	2	?
COc1ccc2c(c1)O[C@@H](c1ccc3c(c1)OCO3)[C@H](OC(=O)N[C@H]1CCCc3ccccc31)C2=O	1	-7%
Cn1cccc1C(=O)N1CCC2(CCN(C(=O)Nc3cccc(C#N)c3)CC2)CC1	3	5%
COc1ccc(Oc2ncc3nc(C)c(=O)n(C4CC4)c3n2)cc1	-2	-2%
COc1ccc(NC(=O)N2CC3(CCN(C(=O)c4c(C)noc4C)CC3)C2)cc1	-2	1%
COc1ccc(C(=O)N2CCC3(CC2)CN(C(=O)Nc2cccc(C#N)c2)C3)cc1	3	2%
c1ccc2c(NC3CC3)nc(-c3ccoc3)nc2c1	-4	11%
CC1(C)OC2C(CO)OC(n3cnc4c(=O)[nH]cnc43)C2O1 (stereo not drawn)	2	7%
CCCCCC(=O)c1cc(CC(C(=O)OC)C(=O)OC)cc2cc(OC)c(OC)cc12	-1	10%[11.7 µM]
O=C(c1csnn1)N1CCC[C@@]2(CCN(C(c3ccccc3)c3ccccc3)C2)C1	4	9%
OCCNCCCOc1cccc(Cl)c1Cl	8	-9%[24.8 µM]
C#CCCCO/N=C1/C[C@@H](O)[C@@H](O)[C@@H]2[C@@H]3C(=O)N(Cc4ccc5c(c4)OCO5)C(=O)[C@H]3CC[C@@H]12	1	1%[11.7 µM]
COc1ccccc1-c1ccc2ncnc(NC3CC3)c2c1	-1	-6%
COc1ccc([C@H]2c3cc(OC)c(OC)cc3C[C@@H](C)[C@@H]2C)cc1OC	4	-1%
